miR122 inh – miR-122 Renilla sensor signal increase in Huh7, primary screen, miR-122 inhibitor project, cell-based, single point, plate reader; activation (reporter increase), % at 12.5 µM; hit rate 0.3% among 340,000; Huh7 miR-122 Renilla luciferase sensor, 48 h; neutral wells = 0, positive control = 100;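 active = mean replicate activation score at least 90 and every replicate individually at or above 90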;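 also: higher luciferase means less miR-122 activity so hits act as miR-122 inhibitors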
Active calls of the source: *.

SMILES	miR122 inh
Cc1ccc(-c2noc(CN(C(=O)C(c3ccccc3)c3ccccc3)C(C)C)n2)cc1	2
Cc1ccc(C(=O)NCC2(c3ccccc3)CCCC2)cc1	4
CCOC(=O)c1cc(-c2ccccc2)sc1NC(=O)c1ccc(OC)c(OC)c1	2
CN(C)S(=O)(=O)c1ccc(S(=O)(=O)N(Cc2ccco2)Cc2ccccc2Cl)cc1	-4
COC(=O)c1ccccc1NC(=S)NC(=O)CC(C)C	1
COC(=O)c1cc2ccccc2c(-c2c(O)ccc3ccccc23)c1O	4
CN(C)CCCOc1ccc(Cl)cc1Br	-3
CCc1c(C)nc2ncnn2c1N1CCCC(C(=O)NCc2ccco2)C1 (configuration not stated)	0
Cc1sc2ncnc(OCC(=O)NCc3cccs3)c2c1C	-3
COc1ccc(CC(NC(C)=O)C(=O)NC2CCN(C(=O)Nc3ccccc3Cl)CC2)cc1OC (configuration not stated)	-3
COc1ccc(NC(=O)Nc2ccc3nccnc3c2)cc1	2
CC(C)CCNC(=O)CO/N=C/c1ccccc1OC(F)F	-6
CCCC(=O)N1CCC1(C)C(=O)Nc1ccc(-n2cccc2)cc1 (configuration not stated)	-4
COc1ccccc1NC(=O)CSc1nnc(-c2ccoc2C)n1CCc1ccccc1	-11
N#Cc1ccc(Oc2ccc(C(N)=O)cc2)cc1C#N	-2
CCCCn1c(-c2ccsc2)nc2c1c(=O)[nH]c(=O)n2CCC	4
O=C(Nc1ccccc1-c1nnc(SCc2ccc(Cl)cc2)o1)c1ccccc1	5
CCC(=O)Nc1c2c(nc3c1CCC3)CCCC2	-3
COc1ccc(C2C(C(=O)Nc3ccc4c(c3)OCCO4)c3ccccc3C(=O)N2C)cc1 (configuration not stated)	-7
CCOC(=O)c1c[nH]c2c(Cl)c(Cl)ccc2c1=O	1
Cc1ccc(-c2noc(CN(C(=O)CCN3C(=O)c4ccccc4C3=O)C(C)C)n2)cc1	-2
C=CCNC1=C(Cl)C(=O)N(c2cccc(Cl)c2Cl)C1=O	-3
c1ccc(-c2ccccc2OCCn2cncn2)cc1	1
Cc1ccc(NC(=O)C(SCC(=O)O)c2ccccc2)cc1C (configuration not stated)	3
O=C(c1ccco1)N1CCN(C(=O)c2snc3ccc(Cl)cc23)CC1	0
COc1ccc(C(=O)N2CC(=O)N(CCc3ccccc3)C(=O)C2)cc1OC	-1
Nc1nc2n(c1C(=O)c1ccccc1)CCC2	-3
O=C(COC(=O)C(O)c1ccccc1)c1ccc2c(c1)OCCO2 (configuration not stated)	-13
CC(=O)n1nc(-c2ccc(Cl)cc2)nc1NCc1ccco1	-15
CC1CCCCC1NC(=O)C1CCN(S(=O)(=O)N2CCCCCC2)CC1 (configuration not stated)	-7

An excerpt of these results, with each value named:
molecule: COC(=O)c1ccccc1NC(=S)NC(=O)CC(C)C
  miR122 inh: 1
molecule: CC(C)CCNC(=O)CO/N=C/c1ccccc1OC(F)F
  miR122 inh: -6

Retrieved one by one from the list above:
SMILES	miR122 inh
Cc1sc2ncnc(OCC(=O)NCc3cccs3)c2c1C	-3
Cc1ccc(NC(=O)C(SCC(=O)O)c2ccccc2)cc1C (configuration not stated)	3

New compounds follow
SMILES	miR122 inh
O=C(NC(=S)Nc1ccccn1)c1ccc([N+](=O)[O-])cc1	2
CCn1c(C)c(C(C)=O)c(SC)nc1=S	-2
O=C(CN1CCN(Cc2ccc3c(c2)OCO3)CC1)Nc1ccc2c(c1)OCO2	-4
O=C(O)CCOc1ccc2c(c1)OCCO2	1
CCSc1nc(-c2ccc(OC)cc2)n(-c2nc3ccccc3s2)n1	-7
O=S(=O)(NCCSc1ccccc1)c1ccc2c(c1)OCCO2	46
CC(C)OC(=O)c1c(-c2ccc(C(C)C)cc2)csc1NC(=O)C1CCCO1 (configuration not stated)	-5
O=C(c1ccc2ccccc2c1)N1CCN(c2ccc(C(F)(F)F)cn2)CC1	-1
CN1CCN(c2nc3c(c(=O)n(C)c(=O)n3C)n2Cc2cccc3ccccc23)CC1	-5
COCCCn1cnc2c(c1=O)c1nc3ccccc3nc1n2-c1ccccc1	1
Cc1[nH]n(-c2cccc(Cl)c2)c(=O)c1-c1ccc(Cl)cc1	2
COc1cc2cc(CN(C(=O)NC3CCCCC3)C3CCCC3)c(=O)[nH]c2cc1OC	0
O=C(O)CC(NC(=O)OCc1ccccc1)c1ccccc1 (configuration not stated)	1
CC1(C)CC(O)C(C)(C)N1O (configuration not stated)	6
C=CCn1c(=N)n(CC(=O)OC)c2ccccc21	-6
Cc1csc(NC(=O)CSc2nnc(-c3ccco3)n2C)n1	3
CCOC(=O)c1[nH]c(C)c(CN(CCc2ccccc2)C(=O)CCC(=O)O)c1C	-3
CCCCC(=O)Nc1ccc(NC(=O)C(C)C)cn1	-3
C=CCn1c(-c2ccc(S(=O)(=O)N3CCOCC3)cc2)csc1=Nc1ccccc1	8
CCOC(=O)c1c(NC(=O)C2CCCN(S(=O)(=O)c3ccc(C)cc3)C2)sc2c1CCCC2 (configuration not stated)	3
NC12CC3CC(C1)CC(CO)(C3)O2	-2
COC(=O)c1cc(OC)c(OC)cc1NC(=O)c1ccc(OC)c(OC)c1	-2
O=C(NCCOc1ccccc1)c1n[nH]c(=O)c2ccccc12	-3
CC1CCc2sc(C(=O)Nc3nnc(SCc4ccc(F)cc4)s3)cc2C1 (configuration not stated)	-3
Cc1ccc(C)c(NC(=S)NC2CC3CCC(C2)N3Cc2ccco2)c1 (configuration not stated)	8
COc1ccc(NC(=O)CNc2cccc(C#N)c2)cc1Cl	-4
CC(C)CC(C(=O)Nc1oc(-c2ccco2)c(-c2ccco2)c1C#N)N1C(=O)c2ccccc2C1=O (configuration not stated)	0
Cc1cccc(OCC(=O)Nc2cccc(O)c2)c1	-8
O=C(Nc1cc(C(F)(F)F)ccc1N1CCOCC1)c1n[nH]c(=O)c2ccccc12	0
O=C(CCc1ccccc1)Nc1ccc(N2CCCCC2)cc1	-11
COCCOCCOCCC(=O)NC1CC2CCC1(C)C2(C)C (configuration not stated)	-3
Cc1nc(SCC(=O)Nc2cc(C)on2)c2c3c(sc2n1)CCCC3	-7
Cc1nc(SCc2ccc(Br)cc2)[nH]c(=O)c1C	-2
c1ccc(Nc2nc(-c3ccncc3)cs2)cc1	15
CCCCc1ccc(NC(=O)CC(C)=O)cc1	31
Nc1c(-c2ccccc2)cnn1-c1cccc([N+](=O)[O-])c1	-4
COC(=O)[C@@H]1[C@@H](C#N)C2(c3ccccc3-c3ccccc32)N(c2ccc(Cl)cc2)N1C#N	0
O=C(O)c1nsc(Cl)c1Cl	6
CC(C)c1nnc(N2C(=O)c3oc4ccccc4c(=O)c3C2c2ccco2)s1 (configuration not stated)	-3
O=C1N/C(=C/c2cccn2-c2ccc(F)cc2)C(=O)N1Cc1ccccc1	8
Cc1ccc(-n2nc(C(=O)N3CCN(C)CC3)c3c4ccccc4n(C)c3c2=O)cc1	-2
CCn1ncc(/C=N\NC(=O)c2cc(-c3ccc(C)cc3C)nc3ccccc23)c1C	8
COc1ccc(Cn2nnnc2C(c2ccccc2Cl)N2CCN(C3CCCC3)CC2)cc1 (configuration not stated)	-3
Cc1ccc(NCc2nnc(SCC(=O)Nc3ncc(C)s3)n2CC2CCCO2)c(C)c1 (configuration not stated)	7
COc1ccccc1C(=O)Nc1nc(-c2cccs2)c(NC(C)=O)s1	-3
COc1ccc(CCNC(=O)CSc2nc(O)c(C(C)C)c(=O)[nH]2)cc1OC	3
CC1(c2ccc3noc(-c4ccc(F)cc4)c3c2)OCCO1	-5
Cc1ccc(-c2nc(Nc3ccccc3)n[nH]2)cc1	0
C=C(C)COc1ccc(-c2[nH]ncc2Oc2ccccc2OCC)c(O)c1	3
NC(=O)COC(=O)c1ccc(S(=O)(=O)N2CCCCCC2)cc1	-2
Cc1nc2nc(-c3ccc(Cl)cc3)[nH]n2c(=O)c1Cc1ccccc1	-8
COc1ccc2nc(NC(=O)c3cc(S(=O)(=O)N4CCOCC4)ccc3C)sc2c1	-7
COc1ccc(CC(=O)Nc2ccc3c(c2)CCC3)cc1OC	-6
O=C1NC(c2ccccc2)C(C(=O)c2cccs2)=C1O (configuration not stated)	-8
CC1=NN(C(=O)c2ccc(C)cc2)C(O)(C(F)(F)OC(F)(F)F)C1 (configuration not stated)	-4
O=C(OCn1nnc2ccccc2c1=O)C1CCCCC1	-3
COc1ccc(-c2cc(C(F)(F)F)n3ncc(C(=O)NCc4ccco4)c3n2)cc1	-7
N#C/C=C1/NC(=O)c2ccccc2S1	-4
COC(=O)c1c(N)c(C#N)c2n1CCCCC2	0
O=C(NCCc1ccccc1)C1CCN(S(=O)(=O)c2cccc3nonc23)CC1	-2

(more compounds)
SMILES	miR122 inh
N#CC12CCCCC1CC1CCCCC1(C#N)N2CCO (configuration not stated)	-1
COCCNC(=O)c1ccccc1NC(=O)c1ccccc1N(C)S(=O)(=O)c1ccc(C)cc1	23
CCCCC1CCC(C(=O)NCc2ccc3c(c2)OCO3)CC1 (configuration not stated)	-5
CCn1c2ccccc2c2cc(NC(=O)CC(C)=O)ccc21	-4
CC(C)c1ccc(S(=O)(=O)N2CCN(CC(=O)Nc3ccc4c(c3)OCO4)CC2)cc1	-8
CCOC(=O)N1CCN(C2OC(=O)c3ccccc32)CC1 (configuration not stated)	1
CNc1cc(N2CCCCCC2)ccc1[N+](=O)[O-]	-3
CCOC(=O)c1c(CN2CCN(C)CC2)oc2ccc(O)cc12	8
Cc1ccc(-c2cc3nc(-c4ccccc4)cc(N4CCC5(CC4)OCCO5)n3n2)cc1	-4
CC(C)(C)C(=O)Cn1c(NCCCO)nc2ccccc21	-4
Cc1cc(C)n(CC(O)CN2c3ccccc3Sc3ccccc32)n1 (configuration not stated)	-1
Cc1cc(N2C(=O)CCC2=O)ccc1NC(=O)c1cccs1	7
O=C(O)c1cccc(NC(=O)C2CC(=O)N(Cc3ccccc3)C2)c1 (configuration not stated)	3
CC(=O)Nc1ccc(Cc2ccncc2)cc1	2
O=C(COc1ccc(F)cc1)c1ccc2c(c1)CCCC2	-5
Cn1c(=O)c(Oc2cc(Cl)cc(Cl)c2)nc2ccccc21	2
CN(C(=S)Nc1ccc(Oc2ccccc2)cc1)c1ccc(O)cc1	-3
CCCCSCc1ccc(C(=O)O)o1	-3
CC(C)(CO)NC(=O)C(c1ccccc1)c1ccccc1	-6
Cn1c(CCNC(=O)c2ccco2)nc2cc(NS(=O)(=O)c3ccccc3)ccc21	1
CCc1cc2cc(C(=O)N3CCN(c4ccccc4)CC3)sc2s1	-4
CCC(C)(C(=O)NC1CCCCC1)N(Cc1ccco1)C(=O)CC1NC(=O)NC1=O (configuration not stated)	-6
CCN1C(=O)CC(N2CCN(c3ccc(OC)cc3)CC2)C1=O (configuration not stated)	-8
COc1ccc(CNC(=O)COC(=O)c2c(-c3c(F)cccc3Cl)noc2C)cc1OC	-4
Nc1nnc(SCCN2C(=O)c3ccccc3S2(=O)=O)s1	-1
CS(=O)(=O)N(Cc1ccccc1)c1ccc(C(=O)Nc2cccnc2)cc1	-1
Cc1cc(C(F)F)n2nc(C(=O)Nc3cc(C)on3)nc2n1	-4
CN1C2C=C3C(C#N)=C(N)C(C#N)(C#N)C(c4ccc(Br)cc4)C3C1CC2 (configuration not stated)	13
O=C(NCc1ccco1)c1ccc2c(c1)C(=O)N(C1CCCCC1)C2=O	5
CCc1cc2cc3c(cc2nc1SCC(=O)Nc1cc(C)on1)OCO3	-5
CC(=O)C1=C(NC(=O)c2ccccc2F)C[C@@H]2[C@H]1C2(C)C	2
O=C(Cn1cnc2c(nnn2Cc2ccc(F)cc2)c1=O)N1CCCCC1	1
O=C(CSc1nnc(Cc2ccccc2)n1Cc1ccco1)NC1CCCC1	3
OC(CNCc1ccc(F)cc1)(c1ccc(F)cc1)c1ccc(F)cc1	-5
Cn1c(N/N=C/c2cccs2)cc(=O)n(C)c1=O	-2
Nc1nc(Nc2ccc(Cl)cc2)nc2ccccc12	1
O=C(NC(CSCc1ccccc1)C(=O)N/N=C/c1ccc(O)cc1O)c1ccc([N+](=O)[O-])cc1 (configuration not stated)	-2
Cc1ccc(C2(C(F)(F)F)NC(=O)N3CCN=C3S2)cc1 (configuration not stated)	-3
O=C(/C=C/c1ccccc1)N1CCN(C(=O)c2ccco2)CC1	1
CCCn1nnc(NC(=O)C(C)Oc2ccc(Cl)cc2Cl)n1 (configuration not stated)	0
O=C(CSc1nc2ccccc2o1)N1c2ccccc2Sc2ccc(Cl)cc21	4
NC(=O)CSc1nc2scc(-c3ccco3)c2c(=O)n1-c1ccccc1	1
COc1ccc(Nc2nc(Cl)nc(NCc3ccco3)n2)c(OC)c1	-5

Among those listed so far, these contain bromine.
SMILES	miR122 inh
CN(C)CCCOc1ccc(Cl)cc1Br	-3
Cc1nc(SCc2ccc(Br)cc2)[nH]c(=O)c1C	-2
CN1C2C=C3C(C#N)=C(N)C(C#N)(C#N)C(c4ccc(Br)cc4)C3C1CC2 (configuration not stated)	13

These rows are one share of the data (hit frequency here may not be typical).
